# p-CIP stab down – compounds decreasing mouse p/CIP protein stability | F442A p/CIP-EGFP cells, EGFP fluorescence, 16 h | decrease of EGFP signal, % at 10 µM | actives 0.01% (n = 290,000) | Q05BA5 | AID 1984;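 active = EGFP signal decrease of at least 30% at 10 µM or well 3 SD below plate mean, unless failing retest; inactive = the rest, including hits failing retest or dose response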; note: some compounds called inactive have numbers as strong as hits; many of its hits are not listed in these tables
# PHOSPHO1 inh – inhibitors of human PHOSPHO1 phosphatase; Q8TCT1; inhibition, % at 13.3 µM; actives 1.1% (n = 290,000); recombinant PHOSPHO1, absorbance phosphatase assay; in the data active = inhibition above about 60%
# IDE act – IDE (human) activation, cell-based; activation, % at 5.96 µM; actives 0.073% (n = 340,000); P14735; HEK cells, FAbeta-B cleavage, fluorescence polarization; 0% vehicle, 100% cell-free pure enzyme wells; AID 493087;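 active = activation above the mean of all tested compounds plus 3 SD, set per screening campaign, cut at about 17% in these data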
# MEKK3 PB1 HTS – raises or lowers MEK5 binding to the human MEKK3 PB1 domain. Q99759. bead-based flow cytometry, Alexa488-MEK5 binding to MEKK3; actives lie on both sides; 0 = blocked by unlabeled MEK5, 100 = vehicle. binding response (% of control), % at 10 µM. actives 1.4% (n = 290,000). AID 1529;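 active = binding response more than 3 SD above or below the average of its plate-row segment, actives on both sides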;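 note: Alexa488 bead fluorescence after subtracting the streptavidin-only scavenger bead signal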
# Target sequence (Q99759 whole entry, looked up, the tested form may be a part): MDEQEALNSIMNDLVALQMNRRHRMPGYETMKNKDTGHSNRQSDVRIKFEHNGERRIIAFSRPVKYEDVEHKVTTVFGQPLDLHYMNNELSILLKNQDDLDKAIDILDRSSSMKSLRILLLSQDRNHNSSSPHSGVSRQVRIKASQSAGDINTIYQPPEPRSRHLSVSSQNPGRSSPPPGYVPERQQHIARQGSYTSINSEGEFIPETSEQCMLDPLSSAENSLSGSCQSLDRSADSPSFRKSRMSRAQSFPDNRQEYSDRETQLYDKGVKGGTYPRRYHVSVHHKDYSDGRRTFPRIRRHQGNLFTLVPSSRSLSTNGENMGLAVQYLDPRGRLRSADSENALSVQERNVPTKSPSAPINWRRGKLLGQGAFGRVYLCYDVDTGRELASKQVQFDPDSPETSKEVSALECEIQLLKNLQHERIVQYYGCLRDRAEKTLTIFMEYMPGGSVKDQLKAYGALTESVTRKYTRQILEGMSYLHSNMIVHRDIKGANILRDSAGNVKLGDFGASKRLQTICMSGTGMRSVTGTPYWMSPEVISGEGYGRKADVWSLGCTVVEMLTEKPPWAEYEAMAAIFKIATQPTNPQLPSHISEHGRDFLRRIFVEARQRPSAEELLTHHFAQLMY
# GalR3 antagonist – blocks the human galanin receptor 3 | inhibition, % at 3 µM | O60755 | HEK293 GalR3-CNG cAMP membrane potential fluorescence; galR3 body fused to GalR1 C-terminus | AID 651719 | actives 0.44% (n = 360,000);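 active = inhibition above the screen-wide average plus 3 SD, cut at about 13% in these data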;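 note: forskolin and galanin both at EC90 stimulate the cells; cAMP rise reported by CNG channel membrane potential dye signal; 0% = forskolin plus galanin with DMSO and 100% = forskolin alone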
# Target sequence (O60755 1-299 limits assumed): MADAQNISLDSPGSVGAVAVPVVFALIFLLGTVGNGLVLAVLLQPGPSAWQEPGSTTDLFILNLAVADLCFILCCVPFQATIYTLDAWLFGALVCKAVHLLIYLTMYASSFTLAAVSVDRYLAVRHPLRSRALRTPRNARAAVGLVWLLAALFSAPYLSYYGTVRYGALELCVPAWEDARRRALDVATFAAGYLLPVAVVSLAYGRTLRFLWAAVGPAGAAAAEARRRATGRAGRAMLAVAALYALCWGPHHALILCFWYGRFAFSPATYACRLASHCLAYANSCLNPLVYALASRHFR
# CRFBP-R2 block – antagonists of CRF-binding protein/CRF-R2 receptor complex | HEK293 CRF-R2/CRF-BP, CRF-induced calcium fluorescence | inhibition, % at 11.8 µM | actives 0.59% (n = 350,000) | AID 588475;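 active = inhibition of the ligand-induced calcium signal above about 50% at the single tested concentration, limit read from the data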
# M4 PAM – positive allosteric modulators of human muscarinic M4 receptor; P08173; CHO-K1 hM4/Gqi5, Fluo-8 calcium fluorescence, ACh EC20; 0% = ACh EC20, 100% = maximal ACh; activation, % at 3 µM; actives 0.4% (n = 360,000); AID 624126;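 active = activation above its plate's cutoff, the mean activation of sample wells plus 3 SD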; note: some results filed as inactive read as strong as hits
# IDE cell inh – inhibitors of human insulin-degrading enzyme in cells. HEK cells, FAbetaB cleavage, fluorescence polarization. AID 434962. P14735. actives 0.41% (n = 320,000). inhibition, % at 5.59 µM;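 active = percent inhibition above the average of all tested compounds plus 3 SD, set per screening campaign, cut at about 16% in these data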;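 note: IDE supplied by intact live HEK cells; FP after avidin binding of uncleaved biotin substrate so inhibition keeps polarization high; 0% = DMSO wells and 100% = 60 µM reference IDE inhibitor Ii1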
# CRFBP-R2 agonist – CRF-BP/CRF-R2 complex agonism; HEK293 CRF-R2/CRF-BP, calcium dye fluorescence (FLIPR); percent of saturating CRF peptide response; activation, % at 13.2 µM; actives 0.46% (n = 350,000);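 active = activation of at least 50%, plus an integration ratio under a set limit after plate pattern correction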;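 note: plate controls were neutral control wells without compound for no effect and CRF at EC100 for full effect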
# Starred values were filed as active, the others as inactive; nt = no result given.
# A first look (four entries):
item	canonical_smiles	p-CIP stab down	PHOSPHO1 inh	IDE act	MEKK3 PB1 HTS	GalR3 antagonist
1	O=C(CNC(=O)c1ccc2ccccc2c1)OCC(=O)N1CCN(S(=O)(=O)c2ccc3ccccc3c2)CC1	-2	-27	-5	105	-3
2	CCOc1ccc(Br)cc1S(=O)(=O)NCC(c1ccc(OC)cc1)N1CCOCC1 (stereo unspecified)	nt	nt	0	nt	-2
3	CCOC(=O)CC1=C(C(=O)OCC)C(c2cccnc2)C(C#N)=C(N)O1 (stereo unspecified)	-8	-43	-1	95	1
4	O=C(Nc1nc2ccsc2c(=O)s1)C1CCC1	-8	32	nt	129*	0

item	CRFBP-R2 block	M4 PAM	IDE cell inh	CRFBP-R2 agonist
1	3	-6	0	2.5
2	-5	5	nt	-1.8
3	0	7	4	0.9
4	-2	-3	3	-0.6

# This part in full, previewed entries included:
item	canonical_smiles	p-CIP stab down	PHOSPHO1 inh	IDE act	MEKK3 PB1 HTS	GalR3 antagonist
1	O=C(CNC(=O)c1ccc2ccccc2c1)OCC(=O)N1CCN(S(=O)(=O)c2ccc3ccccc3c2)CC1	-2	-27	-5	105	-3
2	CCOc1ccc(Br)cc1S(=O)(=O)NCC(c1ccc(OC)cc1)N1CCOCC1 (stereo unspecified)	nt	nt	0	nt	-2
3	CCOC(=O)CC1=C(C(=O)OCC)C(c2cccnc2)C(C#N)=C(N)O1 (stereo unspecified)	-8	-43	-1	95	1
4	O=C(Nc1nc2ccsc2c(=O)s1)C1CCC1	-8	32	nt	129*	0
5	NS(=O)(=O)c1cccc(NC(=O)COC(=O)COc2ccc3ccccc3c2)c1	6	8	3	102	-1
6	O=C1CC(C(=O)NCc2ccccc2)N=C(N2CCCCC2)N1 (stereo unspecified)	-6	0	2	99	3
7	COc1cccc(OC)c1C(=O)NC(=O)Oc1c(F)cccc1F	2	14	1	99	3
8	CCc1noc(C)c1C(=O)NC1CCCc2c1cnn2-c1ccc(C(C)(C)C)cc1 (stereo unspecified)	-1	31	2	102	-1
9	COc1ccccc1C(=O)NNC(=O)c1ccccc1	4	46	3	103	-8
10	O=C(NCc1ccncc1)C1CCN(S(=O)(=O)c2ccc(Cl)c(C(F)(F)F)c2)CC1	nt	nt	1	nt	0
11	COc1cccc(C(=O)NCC(=O)NCc2cc(=O)n(C)c(=O)n2C)c1OC	-2	-2	5	99	2
12	COC(=O)c1ccc(COc2cccnc2[N+](=O)[O-])cc1	-12	39	-2	100	-3
13	COc1cc(OC)cc(C(=O)N[C@H](C(=O)Nc2ccc(F)cc2F)C(C)C)c1	-9	36	2	105	-5
14	Cc1c(Cl)cccc1NC(=S)NCc1ccccc1	nt	nt	2	106	-5
15	O=C(NCc1ccco1)/C(=C\C=C\c1ccccc1)NC(=O)c1ccco1	-9	28	-7	110	-7

item	CRFBP-R2 block	M4 PAM	IDE cell inh	CRFBP-R2 agonist
1	3	-6	0	2.5
2	-5	5	nt	-1.8
3	0	7	4	0.9
4	-2	-3	3	-0.6
5	-17	-3	4	-1.6
6	7	-1	-1	-2.1
7	-2	-2	-6	0.6
8	-15	4	2	-0.5
9	0	3	5	-0.5
10	9	-5	nt	-1.8
11	-1	0	2	1.1
12	7	-6	4	0.6
13	21	-10	5	-0.8
14	22	1	4	-0.2
15	-4	-9	6	1.2

# Following part.
item	canonical_smiles	p-CIP stab down	PHOSPHO1 inh	IDE act	MEKK3 PB1 HTS	GalR3 antagonist
16	C=CCn1c(C)cc(-c2csc(NC(=O)CCc3nc4ccccc4c(=O)[nH]3)n2)c1C	nt	nt	-7	nt	0
17	CCSc1nnc(NC(NC(C)=O)(C(F)(F)F)C(F)(F)F)s1	-4	31	-4	93	-4
18	COc1cccc(CN2CCN(Cc3ccc4cccc(F)c4n3)CC2CCO)c1 (stereo unspecified)	1	45	-1	105	-10
19	FC(F)C(F)(F)Oc1cccc(-c2n[nH]c(=S)n2Cc2ccccc2)c1	nt	nt	2	nt	-2
20	Cc1cc(C)cc(N2C(=O)c3nccnc3C2=O)c1	-16	3	4	97	9
21	COc1ccc(/C=C2/CCOC2=O)cc1	0	3	-6	106	-3
22	CCOc1ccc(NC(=O)[C@@H](NC(=O)c2ccco2)C(C)C)cc1	-6	42	2	100	-5
23	Cn1c(=O)c2ccccc2n(CC(=O)NC2CCCCC2)c1=O	-4	14	7	103	-6
24	CN(C)CCn1cnc2c1c(=O)[nH]c(=O)n2Cc1ccccc1	6	-14	-3	104	7
25	CN(C)S(=O)(=O)c1ccc(N/C=C(\[N+](=O)[O-])S(=O)(=O)c2ccccc2)cc1	-1	34	2	105	-7
26	COc1cccc(CN2C(=O)[C@H]3Cc4c([nH]c5ccccc45)C(C)(C)N3C2=O)c1	nt	nt	1	105	-8
27	Cc1ccc(C)c(NS(=O)(=O)c2ccc3c(c2)NC(=O)CO3)c1	-10	21	7	96	-7
28	Cc1ccc(/C(O)=C2\C(=O)C(=O)N(CC(C)O)C2c2cccc(F)c2)cc1 (stereo unspecified)	-2	20	-1	91	-1
29	NS(=O)(=O)c1ccc(NNC(=O)c2ccccc2C(=O)O)cc1	-6	-121	nt	66	0
30	COC(=O)c1cc(Cl)c(NC(=O)c2ccc(F)cc2)cc1OC	-12	1	3	93	-1

item	CRFBP-R2 block	M4 PAM	IDE cell inh	CRFBP-R2 agonist
16	-8	-4	-1	4.6
17	3	10	-1	0.6
18	-17	-6	-4	8.6
19	15	-3	nt	-1.7
20	-5	18	-1	-4.0
21	-24	7	-1	0.3
22	10	0	1	-0.2
23	5	4	2	-2.3
24	8	1	0	-1.2
25	14	-3	2	-0.7
26	-7	-4	-5	-0.8
27	-11	7	3	0.7
28	19	1	-2	6.8
29	2	-4	-1	-5.0
30	8	8	4	-2.4

# Three entries already listed, arranged by number of heavy atoms, ascending.
item	canonical_smiles	p-CIP stab down	PHOSPHO1 inh	IDE act	MEKK3 PB1 HTS	GalR3 antagonist
21	COc1ccc(/C=C2/CCOC2=O)cc1	0	3	-6	106	-3
28	Cc1ccc(/C(O)=C2\C(=O)C(=O)N(CC(C)O)C2c2cccc(F)c2)cc1 (stereo unspecified)	-2	20	-1	91	-1
18	COc1cccc(CN2CCN(Cc3ccc4cccc(F)c4n3)CC2CCO)c1 (stereo unspecified)	1	45	-1	105	-10

item	CRFBP-R2 block	M4 PAM	IDE cell inh	CRFBP-R2 agonist
21	-24	7	-1	0.3
28	19	1	-2	6.8
18	-17	-6	-4	8.6

# Further results follow:
item	canonical_smiles	p-CIP stab down	PHOSPHO1 inh	IDE act	MEKK3 PB1 HTS	GalR3 antagonist
31	Cc1ccccc1-n1c(C)nnc1SCc1nc2ccccc2s1	-4	45	-5	89	-10
32	CCOC(=O)c1sc2ccccc2c1OC(=O)c1ccccc1OC	-11	-9	8	104	-6
33	O=C(NC(=S)Nc1ccc(C(=O)N2CCOCC2)cc1)c1ccc([N+](=O)[O-])cc1	-22	20	6	94	-6
34	Cc1cc(C)c2nc(-c3ccccn3)cc(C(=O)NCc3ccc(S(N)(=O)=O)cc3)c2c1	-24	30	nt	105	-5
35	CCc1sc(C(=O)N2CCN(C(=O)c3ccccc3)CC2)cc1C	nt	nt	0	nt	-3
36	CN(CC(=O)NC1CC1)S(=O)(=O)c1ccc(F)cc1	-8	28	-1	105	-3
37	Cc1ccc(CNC(=O)c2ccc(N3CCC4(CC3)CC(c3ccccc3)=NO4)c(NC(=O)c3ccc(Br)cc3)c2)cc1	-1	-6	3	98	-6
38	CCCn1c(SCC(=O)NC2CCCCC2)nnc1-c1ccccn1	10	4	4	96	0
39	CC(c1ccco1)N(C(=O)c1ccc(Cl)c([N+](=O)[O-])c1)c1ccccn1 (stereo unspecified)	-13	20	1	100	-10
40	O=C(Cn1sc2ccccc2c1=O)Nc1ccccc1	nt	nt	nt	nt	-4
41	NC(=O)N/N=C/c1ccc2cccc(OCc3ccccc3)c2n1	-9	16	nt	101	0
42	NNC(=S)Nc1ccc(S(=O)(=O)N2CCOCC2)cc1	-10	-128	2	84	-6
43	CCOC(=S)N/C(=N\S(C)(=O)=O)c1ccccc1	7	58	9	99	0
44	Cc1nn(C)c(NC(=O)c2ccccc2Cl)c1Cl	3	19	-1	102	-9
45	O=C(CNC(=O)c1cccc(F)c1)N/N=C/c1cc(Br)ccc1OCc1ccccc1	-14	-39	-4	101	-4

item	CRFBP-R2 block	M4 PAM	IDE cell inh	CRFBP-R2 agonist
31	5	0	3	0.3
32	-5	1	2	1.4
33	-5	0	2	-1.3
34	4	-1	4	-1.2
35	2	7	3	-1.3
36	8	-5	3	0.3
37	2	2	3	2.8
38	10	3	1	-0.4
39	1	0	7	-0.7
40	-14	5	nt	1.5
41	-10	2	5	-2.5
42	-1	2	4	0.6
43	4	-3	-4	6.1
44	12	-5	-3	0.5
45	-27	2	0	4.8

# More results:
item	canonical_smiles	p-CIP stab down	PHOSPHO1 inh	IDE act	MEKK3 PB1 HTS	GalR3 antagonist
46	CC(=O)c1cc(CN2C(=O)c3ccccc3C2=O)cs1	-5	1	1	103	-2
47	N#CCCCc1cc2ccccc2cn1	nt	nt	2	nt	1
48	CC(C)C[C@H]1CN([C@@H](Cc2ccc(O)cc2)CN2CCC[C@@H]2CN2C(=O)C(=O)NC[C@@H]2Cc2ccccc2)C(=O)C(=O)N1CC1CCCCC1	nt	nt	2	nt	2
49	CCN(CC(=O)Nc1ccc(NC(C)=O)cc1)C(=O)c1ccc(NC2CC2)c([N+](=O)[O-])c1	nt	nt	6	nt	1
50	CCOc1ccccc1NC(=O)CN1C(=O)COc2ccc(Cl)cc21	-15	3	1	96	-1
51	O=C(COC(=O)c1ccc(Cl)nc1)NCCc1ccc(Cl)cc1	nt	nt	1	nt	4
52	CCOC(=O)c1sc2nc(C)nc(NCc3ccccc3OC)c2c1C	1	nt	2	102	-12
53	C[N+]1(C2CCC3CCCC2C3O)CCCC1 (stereo unspecified)	-2	-12	0	88	0
54	N#CCc1c(C#N)c(N)nc(N2CCCC2)c1C#N	nt	nt	-3	104	-2
55	CC(C)(C)C(=O)Nc1cccc(-c2nc3ccccc3[nH]2)c1	-7	-8	1	106	-1
56	COC(=O)C(C)Oc1ccc(-c2nccc(-c3cccs3)n2)cc1 (stereo unspecified)	-7	6	-6	96	-1
57	C=CCNC(=O)COc1ccc(N(C)S(=O)(=O)c2ccc(NC(C)=O)cc2)cc1	-4	17	1	nt	-3
58	O=C(C[n+]1ccc(/C=N/O)cc1)NCc1ccccc1	-6	28	-6	100	5
59	O=C(COc1ccc2ccccc2c1)NCCNC(=O)COc1ccc2ccccc2c1	-4	14	-1	107	-1
60	Cc1ccc(-n2c(=O)c3sccc3n(CC(=O)NCC3CCCO3)c2=O)cc1F (stereo unspecified)	-2	10	-3	97	-4
61	COc1ccc(NC(=O)CN2C(=O)NC(C)(c3ccc(C)cc3)C2=O)cn1 (stereo unspecified)	nt	nt	3	nt	-4
62	COc1ccccc1NC(=O)CN1CCSc2ccccc21	-10	-10	-1	103	1
63	CCOC(=O)CCCCCC(=O)Nc1ccc2c(c1)C(=O)N([C@H](C)CO)C[C@H](C)[C@@H](CN(C)C(=O)Nc1ccccc1)OCCCC[C@@H](C)O2	nt	nt	nt	nt	-2

item	CRFBP-R2 block	M4 PAM	IDE cell inh	CRFBP-R2 agonist
46	20	1	-3	-2.6
47	3	2	-3	-1.9
48	-28	-11	nt	-0.4
49	1	1	3	4.4
50	-4	-2	5	-5.9
51	16	6	7	-0.2
52	4	2	0	3.3
53	-7	15	2	4.9
54	-2	1	8	-1.2
55	20	-5	7	8.2
56	-12	-4	-2	2.1
57	2	-3	4	2.4
58	-11	-6	5	-0.2
59	-7	11	3	-0.8
60	7	5	-3	0.8
61	3	3	-5	-0.5
62	-3	8	5	-1.8
63	-15	2	nt	4.9
